Bioassay records: PubChem BioAssay, several laboratories
MRP resist rev: reverses drug resistance mediated by MRP | differential viability (reversal), % at 10 µM | 85,000 tested, 0.04% active | H69AR cells + 2 uM doxorubicin, CellTiter-Glo, 72 h;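 active = viability drop by adding the cancer drug above about 55%, with treated viability meeting a 40% cutoff, limit read from the data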;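 also: viability without doxorubicin minus viability with 2 µM doxorubicin for each compound; larger differential means the compound sensitizes cells more to doxorubicin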
Bcl-B displacement: displacers of TR3 peptide from Bcl-B, primary screen, selectivity assay for Bfl-1 inhibitor project, biochemical, fluorescence polarization. FP displacement of FITC-TR3 peptide from Bcl-B; higher % means a stronger effect. 96,000 tested, 0.11% active. displacement, % at 20 µM; hits with a dose series show IC50 in µM;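 active = displacement above 50% at 20 µM plus a fluorescence interference ratio under 1.5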;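 also: plate controls were wells without compound for no effect and wells lacking Bcl-B protein for full effect; a part of the inactive calls stands beside numbers as strong as those of hits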
PLAP inhibition: inhibition of human placental alkaline phosphatase – biochemical, luminescence, HTS (AID 690); purified PLAP, luminescent substrate; higher % means a stronger effect; 96,000 tested, 0.08% active; inhibition, % at 20 µM; hits with a dose series show IC50 in µM; in the data active = a potency from the dose series; inactive = the rest, 99 in 100 with inhibition below about 30%; also: strong numbers were not always called active
IL1B NFkB pot: enhances IL-1B driven NFkB nuclear translocation; HUVEC IL-1B NFkB p65 nuclear translocation imaging; 94,000 tested, 0.3% active; activation, % at 2 µM;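 active = activation above 40%, about the mean plus 3 SD, also judged a hit on visual image review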;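 also: percent activation is computed from the nuclear over cytoplasmic p65 intensity ratio; values of inactives mirror those of a sister screen read the other way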
NFkB transloc inh: blocks IL-1B driven NFkB nuclear translocation in HUVEC cells; HUVEC IL-1B NFkB p65 nuclear translocation imaging; inhibition, % at 2 µM; 94,000 tested, 0.43% active;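 active = inhibition above about 30% together with a positive call from visual inspection of the well image, limit read from the data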;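 also: nuclear over cytoplasmic p65 intensity ratio measured by imaging; 0% = IL-1B stimulated DMSO wells and 100% = unstimulated DMSO wells; values of inactives mirror those of a sister screen read the other way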
MRP resist rev cytotoxicity: second read-out of MRP resist rev, no call of its own (marks repeat the call); viability, %; H69AR cells, CellTiter-Glo, 72 h; measured here: cytotoxicity without doxorubicin
MRP resist rev with doxorubicin: also measured in MRP resist rev; calls as there; viability, %; measured here: viability with 2 uM doxorubicin; active compounds read low
NFkB transloc inh cell count 2 µM: also measured in NFkB transloc inh; calls as there; cell count; measured here: cells passing quality filter;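 raw number of nuclei counted in each imaged well without normalization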
IL1B NFkB pot cell count 2 µM: second read-out of IL1B NFkB pot, no call of its own (marks repeat the call); cell count; measured here: cells passing quality filter
The depositor's hits bear a star; x = no result given. Not all compounds are listed; the hit share may differ from the screen's.

smiles | MRP resist rev | MRP resist rev cytotoxicity | MRP resist rev with doxorubicin | Bcl-B displacement | PLAP inhibition | IL1B NFkB pot | IL1B NFkB pot cell count 2 µM | NFkB transloc inh | NFkB transloc inh cell count 2 µM
COc1cc2[nH]c(=S)nc(NCC3CCCO3)c2cc1OC (configuration not stated) | -7 | 80 | 87 | 0% | 0% | -7 | 117 | 7 | 117
O=C(CC1Nc2ccccc2NC1=O)NCc1cccnc1 (configuration not stated) | 0 | 106 | 106 | -2% | 1% | 19 | 73 | -19 | 73
CCS(=O)(=O)N1CCCC(C(=O)NCCN2CCC(Cc3ccccc3)CC2)C1 (configuration not stated) | 5 | 85 | 80 | 6% | -33% | 0 | 111 | 0 | 111
Nc1nnc(SCC(=O)NCc2ccc3c(c2)OCO3)s1 | -1 | 86 | 87 | 1% | 22% | -3 | 114 | 3 | 114
CCOC(=O)CSc1nnc(-c2ccco2)n1-c1ccc(C)cc1 | 4 | 101 | 97 | 8% | 15% | 7 | 145 | -7 | 145
CSc1nnc(-c2ccccc2Cl)n1N | -9 | 91 | 100 | -4% | -12% | 9 | 156 | -10 | 156
Cc1cccc2c1N(CC(=O)OC(C)C)C(=O)C2=O | -6 | 72 | 77 | -2% | 2% | 3 | 56 | -3 | 56
COCCn1c(SCc2ccc(C(=O)OC)o2)nc2ccccc2c1=O | x | x | x | -2% | -46% | 8 | 127 | -8 | 127
CC(Cn1cnc2ccccc21)C(=O)O (configuration not stated) | 2 | 94 | 92 | x | x | 7 | 89 | -7 | 89
Cc1ccccc1-n1nc2c(c1NC(=O)c1cc3ccccc3oc1=O)CS(=O)(=O)C2 | 1 | 4 | 3 | -1% | 14% | -20 | 71 | 20 | 71
Cc1ccc(/C=C/C(=O)Nc2cccc3ncccc23)o1 | x | x | x | -2% | 8% | 0 | 158 | 0 | 158
CC(C)(C)n1nnnc1C(c1ccccn1)N(Cc1ccccc1)Cc1ccc(Cl)cc1 (configuration not stated) | 13 | 72 | 59 | -8% | 12% | 30 | 71 | -30 | 71
COc1cc(NS(=O)(=O)c2ccc(C)cc2C)cc(OC)c1OC | -41 | 24 | 65 | -26% | -55% | -4 | 112 | 4 | 112
Cc1cccc(C)c1NC(=S)NNc1ncc(C(F)(F)F)cc1Cl | x | x | x | 4% | -109% | 6 | 187 | -6 | 187
CN1CCN(C(=O)c2cnn(-c3ccccc3)c2NC(=O)c2ccccc2F)CC1 | 31 | 94 | 63 | 11% | -10% | 30 | 180 | -30 | 180
COc1ccccc1N1CCN(S(=O)(=O)c2cnc[nH]2)CC1 | -9 | 89 | 98 | -7% | -63% | 5 | 177 | -5 | 177
Nc1nnc(SCC(=O)c2ccco2)s1 | 4 | 107 | 103 | 2% | 8% | 7 | 175 | -7 | 175
COc1ccc(OCCC(=O)N2CCCCC2)cc1 | -4 | 84 | 88 | -1% | -6% | -88 | 17 | 88* | 17*
COc1ccc(-c2cc(C(F)(F)F)n3ncc(C(=O)O)c3n2)cc1OC | 5 | 100 | 95 | -3% | 5% | 15 | 94 | -15 | 94
Cc1ccc2c(c1)CN1CN2Cc2cc(C)ccc21 | 0 | 88 | 88 | -12% | -48% | x | x | x | x
CCCCN(CCCC)S(=O)(=O)c1ccc(NC(=O)c2cccs2)cc1 | -7 | 26 | 32 | -2% | 59% | -18 | 164 | 18 | 164
CCOc1ccc2nc(NCCNC(=O)C(C)C)c(C)cc2c1 | 14 | 90 | 76 | 11% | -58% | x | x | x | x
CC(=O)N1N=C(c2ccncc2)OC12CCCCCC2 | 0 | 78 | 79 | x | x | 3 | 109 | -3 | 109
O=C(c1cc2cc([N+](=O)[O-])ccc2oc1=O)N1CCN(c2ncccn2)CC1 | -10 | 98 | 108 | 1% | 12% | 3 | 178 | -3 | 178
O=C(c1ccccc1NS(=O)(=O)c1ccc2c(c1)OCCO2)N1CCOCC1 | 8 | 91 | 82 | x | x | -13 | 76 | 13 | 76
COc1cccc(C(=O)CSc2nnc(CNc3nc(-c4ccccc4)cs3)n2C)c1 | 10 | 87 | 77 | -6% | -10% | 19 | 135 | -19 | 135
CCN(CC)c1ccc(NC(=O)c2c(OC)cccc2OC)c(C)c1 | 4 | 92 | 88 | -3% | -20% | -2 | 162 | 2 | 162
COC(=O)c1sc2ccc(C)cc2c1C(=O)OC | 4 | 85 | 81 | x | x | -9 | 94 | 9 | 94
O=C1COc2ccc(-c3csc(=Nc4ccc(OC(F)F)cc4)n3CC3CCCO3)cc2N1 (configuration not stated) | 15 | 62 | 47 | -7% | 16% | -1 | 157 | 1 | 157
CCOC(=O)c1cc2occc2n1CC(=O)N1CCCc2ccccc21 | 1 | 75 | 74 | -27% | -60% | 0 | 192 | 0 | 192
COc1cc(/C=N/NC(=O)C2c3ccccc3Oc3ccccc32)ccc1O | x | x | x | -6% | 3% | 9 | 136 | -10 | 136
CCN(CC)S(=O)(=O)c1ccc2oc(C(=O)O)c(C)c2c1 | -3 | 97 | 100 | 0% | 8% | 11 | 158 | -11 | 158
CCOC(=O)C1=C(c2cccc(Oc3ccccc3)c2)NC(=S)NC1C (configuration not stated) | x | x | x | -19% | 17% | 22 | 133 | -22 | 133
CC1(C)Cc2ccccc2-c2nc(NCCO)n(-c3ccccc3)c(=O)c21 | -12 | 64 | 76 | -6% | -76% | x | x | x | x
COc1ccccc1NC(=O)COc1ccc(C(F)(F)F)cc1[N+](=O)[O-] | x | x | x | x | x | -2 | 101 | 2 | 101
CCCCn1c(Cc2ccccc2)n[nH]c1=S | 17 | 100 | 83 | -2% | -18% | 6 | 151 | -6 | 151
CCC1CCCCN1Cc1nc2c(c(=O)n(C)c(=O)n2C)n1CC(C)C (configuration not stated) | 11 | 102 | 91 | 3% | -34% | x | x | x | x
CCOC(=O)C1CCN(C(=O)CN(c2ccc3c(c2)OCO3)S(C)(=O)=O)CC1 | 11 | 95 | 84 | -1% | -10% | x | x | x | x
CC(=O)c1ccc(NC(=O)Oc2ccccc2)cc1 | 13 | 98 | 85 | 0% | 18% | 3 | 52 | -3 | 52
CCOc1ccccc1NC(=O)N1CCC(C(=O)c2ccc(F)cc2)CC1 | -6 | 82 | 88 | -5% | -6% | 3 | 188 | -3 | 188
COc1ccc(C(CNC(=O)c2ccc(OCC3CCCO3)cc2)N2CCOCC2)cc1 (configuration not stated) | -1 | 83 | 84 | -9% | -47% | -2 | 172 | 2 | 172
CC1CCCCC1NC1=NCCS1 (configuration not stated) | 7 | 91 | 84 | -3% | 7% | 2 | 165 | -2 | 165
N/C(=N\c1nc2ccccc2o1)NC(=O)c1ccccc1NC(=O)c1ccccc1 | -14 | 27 | 41 | -13% | 5% | -5 | 149 | 5 | 149
CCOCCCNC(=O)C1CCCN(S(=O)(=O)CC)C1 (configuration not stated) | 6 | 109 | 104 | 8% | 9% | -9 | 96 | 9 | 96
COc1ccccc1NC(=O)/C(C#N)=C/C=C/c1ccco1 | x | x | x | -9% | 46% | -9 | 148 | 9 | 148
Cc1ccc(-c2nc3cccnc3s2)cc1NS(=O)(=O)c1ccc2c(c1)OCCO2 | -49 | 21 | 70 | -6% | -58% | -12 | 167 | 12 | 167
COc1ccc2[nH]c(=O)c(CN(Cc3nnnn3CCc3ccccc3)CC3CCCO3)cc2c1 (configuration not stated) | 0 | 67 | 67 | 6% | -68% | 23 | 124 | -23 | 124
CC(=O)Nc1ccc(S(=O)(=O)NC2=C(N3CCN(Cc4ccccc4)CC3)C(=O)c3ccccc3C2=O)cc1 | -22 | 31 | 53 | x | -17% | 4 | 182 | -4 | 182
CC(C)CC(=O)Nc1cccc(C(=O)Nc2ccccc2C(=O)O)c1 | 8 | 100 | 92 | -3% | -33% | 0 | 163 | 0 | 163
COCCCNC(=O)c1cn(C)c(=O)c2cc(OC)c(OC)cc12 | 19 | 101 | 82 | -9% | -18% | 3 | 107 | -3 | 107
CC(C)NC(=O)c1cnn2c1NC(c1cccs1)CC2C(F)(F)F (configuration not stated) | -3 | 80 | 83 | x | x | 9 | 178 | -9 | 178
CCOc1cccc(C(=O)NC2CCCCC2)c1 | 7 | 92 | 84 | -12% | 12% | 20 | 114 | -20 | 114
Cc1ccc(S(=O)(=O)N2CCOCC2)cc1C(=O)NCc1cccnc1 | x | x | x | -2% | 12% | -5 | 165 | 5 | 165
Cc1nn2c(N)c(C#N)cnc2c1-c1ccc(Cl)cc1 | x | x | x | -29% | -31% | 3 | 183 | -3 | 183
COc1ccc(OC)c(S(=O)(=O)NCC2CCCO2)c1 (configuration not stated) | x | x | x | 0% | 3% | 3 | 114 | -3 | 114
COC(=O)C1C(O)=C(C=NCc2ccccc2)C(=O)CC1(C)C (configuration not stated) | 8 | 92 | 83 | 8% | -25% | -13 | 161 | 13 | 161
CCN(CC)S(=O)(=O)c1cccc(-c2nnc(SCC(=O)c3ccc(Cl)s3)n2C)c1 | 6 | 75 | 70 | -46% | -55% | 6 | 135 | -6 | 135
CCP(=O)(CC)c1cccc(N)c1 | -6 | 95 | 101 | -1% | -13% | -5 | 85 | 4 | 85
CSc1nncc(/C(C)=N\Nc2cccc(C)c2)n1 | x | x | x | 4% | -22% | 1 | 126 | -1 | 126
COc1ccc(-c2nc(N3CCCCCC3)sc2C(=O)c2ccccc2)cc1 | x | x | x | -7% | -2% | 4 | 126 | -4 | 126

Part of the list above in order of count of non-hydrogen atoms, rising.
smiles | MRP resist rev | MRP resist rev cytotoxicity | MRP resist rev with doxorubicin | Bcl-B displacement | PLAP inhibition | IL1B NFkB pot | IL1B NFkB pot cell count 2 µM | NFkB transloc inh | NFkB transloc inh cell count 2 µM
CCOCCCNC(=O)C1CCCN(S(=O)(=O)CC)C1 (configuration not stated) | 6 | 109 | 104 | 8% | 9% | -9 | 96 | 9 | 96
COc1ccccc1NC(=O)/C(C#N)=C/C=C/c1ccco1 | x | x | x | -9% | 46% | -9 | 148 | 9 | 148
CC1(C)Cc2ccccc2-c2nc(NCCO)n(-c3ccccc3)c(=O)c21 | -12 | 64 | 76 | -6% | -76% | x | x | x | x
CCOC(=O)C1CCN(C(=O)CN(c2ccc3c(c2)OCO3)S(C)(=O)=O)CC1 | 11 | 95 | 84 | -1% | -10% | x | x | x | x

(more compounds)
smiles | MRP resist rev | MRP resist rev cytotoxicity | MRP resist rev with doxorubicin | Bcl-B displacement | PLAP inhibition | IL1B NFkB pot | IL1B NFkB pot cell count 2 µM | NFkB transloc inh | NFkB transloc inh cell count 2 µM
O=C(N/N=C/c1ccc(OC(=O)c2cccs2)cc1)c1ccc(F)cc1 | x | x | x | 0% | -5% | -5 | 103 | 5 | 103
O=C(CSc1nnc(Cc2ccccc2)o1)N1CCc2ccccc21 | 5 | 100 | 95 | 0% | 10% | -7 | 171 | 7 | 171
O=C(Nc1nc2ccccc2s1)C1CC(=O)N(c2ccc(F)cc2)C1 (configuration not stated) | -24 | 55 | 79 | -4% | -11% | 8 | 73 | -8 | 73
O=C(CSc1nnc(-c2ccccn2)n1Cc1ccco1)c1ccc(Cl)cc1 | -1 | 86 | 88 | -2% | -55% | -6 | 106 | 6 | 106
N#Cc1c(-c2ccccc2)c(-c2ccccc2)nn(CC(=O)NNC(=O)Nc2ccc(Cl)c(Cl)c2)c1=O | x | x | x | 6% | -49% | 38 | 194 | -38 | 194
O=C(NCc1cn(-c2ccccc2)nc1-c1ccccc1)c1cc([N+](=O)[O-])cc([N+](=O)[O-])c1 | x | x | x | 0% | 14% | 7 | 165 | -7 | 165
O=C(O)CCC(=O)N1CCN(c2ccc(C(=O)c3ccc(F)cc3)cc2)CC1 | 13 | 94 | 82 | -4% | -28% | 6 | 131 | -6 | 131
CCOc1ccc(Nc2nc3cc(S(=O)(=O)N(CC)CC)ccc3o2)cc1 | x | x | x | -2% | 10% | 14 | 155 | -14 | 155
Cc1n[nH]c(C)c1S(=O)(=O)N1CCCC(C(=O)NCc2cccs2)C1 (configuration not stated) | 3 | 92 | 88 | -8% | 3% | 13 | 198 | -13 | 198
